# Screening data: PubChem, The Scripps Research Institute Molecular Screening Center
# MBD2 DNA inh – blocks human MBD2 binding to methylated DNA | TR-FRET, MBD2 binding to methylated oligonucleotide | inhibition, % at 4.4 µM | 0.31% of 370,000 active | AID 686964; in the data active = inhibition above about 13%
# ADAM17 inh – ADAM17 inhibition, QFRET primary screen | P78536 | recombinant ADAM17, EDANS/DABCYL FRET peptide cleavage | inhibition, % at 6.95 µM | 0.83% of 370,000 active | AID 720648;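 active = inhibition above the mean of compounds lying between control limits plus 3 SD, set per campaign, cut at about 8.5% in these data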;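 also: 0% = DMSO-only wells as the low control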
# Target sequence (P78536 215-824 limits assumed): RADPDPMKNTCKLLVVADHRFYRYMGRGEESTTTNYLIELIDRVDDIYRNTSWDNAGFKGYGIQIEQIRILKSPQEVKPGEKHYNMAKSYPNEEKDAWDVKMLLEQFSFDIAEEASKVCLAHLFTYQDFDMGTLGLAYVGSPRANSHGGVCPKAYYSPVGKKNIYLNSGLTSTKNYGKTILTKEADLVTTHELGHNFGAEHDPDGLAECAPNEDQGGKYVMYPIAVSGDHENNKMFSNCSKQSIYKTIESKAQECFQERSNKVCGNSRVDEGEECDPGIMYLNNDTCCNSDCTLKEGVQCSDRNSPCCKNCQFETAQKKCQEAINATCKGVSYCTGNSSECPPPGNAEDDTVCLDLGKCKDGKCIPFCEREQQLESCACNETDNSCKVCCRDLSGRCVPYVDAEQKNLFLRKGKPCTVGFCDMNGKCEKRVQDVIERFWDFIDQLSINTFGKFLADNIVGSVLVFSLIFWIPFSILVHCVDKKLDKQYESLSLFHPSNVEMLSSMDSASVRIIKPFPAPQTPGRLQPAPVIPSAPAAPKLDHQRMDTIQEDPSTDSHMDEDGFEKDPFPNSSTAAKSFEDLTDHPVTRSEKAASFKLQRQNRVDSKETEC
# proKLK7 act – activates the human kallikrein-7 zymogen; P49862; purified proKLK7, EDANS-DABCYL substrate fluorescence; 100% is mature enzyme control, 0% vehicle; activation, % at 7 µM; 0.9% of 370,000 active; AID 652039;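 active = activation above the mean of all tested compounds plus 3 SD, computed per campaign excluding outliers beyond control limits, cut at about 13% in these data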
# Target sequence (P49862 whole entry, looked up): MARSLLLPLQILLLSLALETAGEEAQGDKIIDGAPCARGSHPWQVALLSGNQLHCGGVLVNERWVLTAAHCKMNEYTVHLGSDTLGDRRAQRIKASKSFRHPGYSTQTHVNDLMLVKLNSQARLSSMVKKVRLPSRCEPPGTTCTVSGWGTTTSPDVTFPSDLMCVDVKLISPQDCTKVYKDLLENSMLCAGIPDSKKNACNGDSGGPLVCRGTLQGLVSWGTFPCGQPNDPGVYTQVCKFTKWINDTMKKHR
# ARFGAP1 inh – inhibits rat ARF GTPase activating protein 1; Q62848; Arfgap1-stimulated ARF1 GTP hydrolysis, GDP FP detection; inhibition, % at 16.5 µM; 0.26% of 360,000 active;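 active = inhibition above a per-plate limit, mean inhibition of low control wells plus 3 SD, cut at about 25% in these data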;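 also: 0% = DMSO wells with enzyme and 100% = wells lacking Arfgap1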
# Target sequence (Q62848 1-136 limits assumed): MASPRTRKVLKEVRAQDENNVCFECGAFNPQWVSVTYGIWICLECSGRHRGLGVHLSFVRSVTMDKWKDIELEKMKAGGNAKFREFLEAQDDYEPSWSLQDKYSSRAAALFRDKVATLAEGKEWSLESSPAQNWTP
#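 System: truncated rat Arfgap1 GAP domain / Benchmarks: high control wells lacking Arfgap1, low control full reaction with DMSO / Times: compound-enzyme preincubation 20 min, reaction 120 min, detection 60 min, 25 °C / Repeats: one replicate per compound / Also added: human ARF1(Δ1-17)-GTP substrate / Measured by: Tracer-displacement fluorescence polarization with EDTA stop, 620/688 nm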
# ASAP1 inh – blocks human ASAP1-stimulated Arf1 GTP hydrolysis; GDP FP detection; inhibition, % at 16.5 µM; AID 624377; 0.19% of 360,000 active; Q9ULH1; in the data active = inhibition above about 25%;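 also: 0% = vehicle with enzyme and substrate and 100% = no enzyme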
# Tn7 DDE FP – disrupts Tn7 cyclic peptide binding to fibrin D-Dimer-E complex | P02675 | inhibition, % at 8.3 µM | 0.13% of 370,000 active | FP displacement of FITC-Tn7 peptide from fibrin DD(E); 0% = median of compound wells per plate | AID 720508;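 active = inhibition above the mean of compounds falling within the control limits plus 3 SD of them, cut at about 14% in these data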;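 also: 0% = plate median of compound wells and 100% = 10 µM Aha-Tn7 peptide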
#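 Assay system: Fibrin-DD(E) protein isolated from polymerized human fibrin clots; read-out basis: percent inhibition; medium: Tris/NaCl/CaCl2 buffer, pH 7.8; signal: FP measurement; incubation: 10 min plus 3 h, room temperature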
# PLC-beta3 inh – blocks human PLC-beta3 enzyme activity | Q01970 | Purified PLC-beta3, fluorogenic substrate, fluorescence | inhibition, % at 12.2 µM | 0.18% of 370,000 active | AID 720704; in the data active = inhibition above about 11%;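 also: 0% = median of compound wells on plate and 100% = full blocker control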
# PLCg1 inh – inhibitors of human phospholipase C gamma1. P19174. purified PLC-gamma1, fluorogenic substrate, fluorescence. inhibition, % at 12.2 µM. 0.84% of 370,000 active. AID 720700; in the data active = inhibition above about 9.5%
# UHRF1 binding – human UHRF1 methylated DNA binding inhibitors | UHRF1 binding to methylated oligo, TR-FRET | 0.75% of 370,000 active | inhibition, % at 4.4 µM | AID 687016 | Q96T88; in the data active = inhibition above about 21%;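 also: UHRF1 SRA domain binding a hemimethylated CpG hairpin DNA probe; 0% = median of test compound wells and 100% = reference inhibitor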
# DDE Tn6 FP inh – DD(E)-Tn6 binding inhibition, primary FP screen | P02675 | inhibition, % at 8.3 µM | Fibrin DD(E) TRITC-Tn6 fluorescence polarization displacement | AID 720509 | 0.21% of 370,000 active;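 active = inhibition above a per-campaign cutoff: mean of compounds within control limits plus 3 SD, cut at about 15% in these data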;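 also: 0% = median of all compound wells on the plate and 100% = blocking peptide control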
# Numbers without * were called inactive.
SMILES,MBD2 DNA inh,ADAM17 inh,proKLK7 act,ARFGAP1 inh,ASAP1 inh,Tn7 DDE FP,PLC-beta3 inh,PLCg1 inh,UHRF1 binding,DDE Tn6 FP inh
COc1cc2c(c(Br)c1N)-c1cc(Br)c(N)cc1C2=O,-2,1,0.1,9,-6,3,2,0,-1,-11
CC(C)C1Nc2ccc(S(N)(=O)=O)cc2C2C=CCC21 (stereo not given),-2,-2,-1.0,7,-3,7,-56,-45,-6,3
Cc1ccc(OC(=O)CCC(=O)N2CCc3ccccc32)cc1,-3,-2,-0.1,11,-8,6,1,-1,-1,-1
COC(=O)Nc1ccc(S(=O)(=O)NCCO)cc1,-2,-3,-0.6,4,-1,2,-1,1,0,2
O=C1CC(N(Cc2ccco2)C(=O)Nc2ccc(F)cc2)C(=O)N1c1ccc(F)cc1 (stereo not given),1,-2,0.3,-5,-3,3,0,1,1,1
CC(c1ccccc1)C1C(C#N)=C(N)SC(N)=C1C#N (stereo not given),0,-4,0.2,16,1,-11,-9,-5,-4,1
CC1(C(=O)NC2CCCC2)CCC(=O)N1Cc1ccccc1Cl (stereo not given),1,-7,0.9,0,-19,-7,1,-3,0,-3
O=C1OC(c2ccccc2)(c2ccccc2)c2ccsc21,1,1,-0.6,4,-1,-3,5,1,2,16*
COc1ccc(CNC(=S)Nc2ccccc2)cc1,2,3,0.1,20,-5,-9,-1,6,1,4
Cc1nc2c(c(C)nn2-c2ccccc2)c(C)c1CCC(=O)NCCCOC(C)C,2,-72,-1.4,8,6,0,-55,-39,2,-4
S=C(NCc1ccc(Cl)cc1)Nc1ccccc1,-3,4,0.2,-1,9,-5,0,2,-3,0
Cc1ccc(N2C(=O)C3C4C=CC(CC4)C3C2=O)c([N+](=O)[O-])c1 (stereo not given),-1,0,0.1,-11,8,-5,0,-1,-1,2
CCOCCCn1c(SCC(=O)NCc2ccco2)nc2c(sc3ccccc32)c1=O,0,-1,-5.4,4,8,-3,0,1,-3,-4
CC(SC1=NCCS1)C(=O)Nc1nnc(-c2ccc(Br)cc2)s1 (stereo not given),1,-2,-0.7,-1,4,1,-2,-1,3,-2
COc1ccc(NC(=O)Cn2nc(C(F)(F)F)c3c2CCCC3)cc1OC,-8,-1,0.1,7,9,2,3,-3,1,-7
COc1cc2nc(SCC(=O)c3ccc(Br)cc3)n3nc(C)nc3c2cc1OC,-1,0,0.4,14,-6,5,2,2,0,0
CCCC(=O)Nc1ccc(Cc2ccc(NC(=O)CCC)c(C(=O)O)c2)cc1C(=O)O,-3,-4,0.0,-1,-5,-5,-9,-4,-2,-3
CS(=O)(=O)c1cnc(-c2ccccc2)nc1Oc1ccc(F)cc1,3,-8,0.5,12,-3,3,-2,2,3,-3
CNc1ncnc2c1ncn2[C@H]1CN(Cc2ccncc2)C[C@@H](CO)O1,-3,-3,0.6,-2,9,-4,0,2,-1,1
CC1(C#N)c2ccccc2C(Br)=CN1C(=O)c1ccccc1 (stereo not given),2,-1,0.3,-6,6,2,-3,-2,0,3
Cc1nnc(SCC(=O)N2CCN(S(=O)(=O)c3ccc(Cl)cc3)CC2)n(N)c1=O,-2,1,0.3,-3,-10,-3,3,4,3,4
O=C1NC[C@H](Cc2ccccc2)N(C[C@H]2CCCN2C[C@H](Cc2ccccc2)N2C[C@H](Cc3ccccc3)N(CC3CCCCC3)C(=O)C2=O)C1=O,1,9.0*,-0.1,-8,-5,2,0,14*,0,5
Cc1cc(NS(=O)(=O)c2ccc(NC(=O)c3ccccc3F)cc2)no1,1,1,0.2,21,11,1,-4,0,1,-6
O=S1(=O)CC(N2CCSCC2)CN1Cc1cn(Cc2ccccc2)nn1 (stereo not given),7,-4,0.2,-2,-11,2,5,2,12,-7
Cc1nc2sc(C(c3ccco3)N3CCC(Cc4ccccc4)CC3)c(O)n2n1 (stereo not given),0,-3,0.9,0,-3,6,-11,-4,2,-13
COc1ccc(N2CCCC2)c(NC(=O)COc2ccccc2Cl)c1,0,-2,0.8,-3,0,3,-21,-11,-1,3
COc1cccc(N(CC(=O)NCc2cccnc2)S(C)(=O)=O)c1,2,-4,-0.6,9,-9,0,0,-3,4,-5
COc1ccc2sc(NC(=O)CC(C)C)nc2c1,-2,-2,-0.1,11,-9,8,-1,0,-1,2
COc1cccc(-c2ccc(NC(=O)C3CCCN(Cc4cc(C)[nH]n4)C3)cc2)c1 (stereo not given),-3,0,-0.1,-9,-10,-3,-5,1,-1,4
COc1cc(NC(=O)NS(=O)(=O)c2ccc(C)cc2)cc(OC)c1,-7,0,-0.5,7,8,-9,-5,-2,-2,-14

# Reprinted at random: five records from the list.
SMILES,MBD2 DNA inh,ADAM17 inh,proKLK7 act,ARFGAP1 inh,ASAP1 inh,Tn7 DDE FP,PLC-beta3 inh,PLCg1 inh,UHRF1 binding,DDE Tn6 FP inh
Cc1nnc(SCC(=O)N2CCN(S(=O)(=O)c3ccc(Cl)cc3)CC2)n(N)c1=O,-2,1,0.3,-3,-10,-3,3,4,3,4
CC1(C#N)c2ccccc2C(Br)=CN1C(=O)c1ccccc1 (stereo not given),2,-1,0.3,-6,6,2,-3,-2,0,3
CCCC(=O)Nc1ccc(Cc2ccc(NC(=O)CCC)c(C(=O)O)c2)cc1C(=O)O,-3,-4,0.0,-1,-5,-5,-9,-4,-2,-3
O=S1(=O)CC(N2CCSCC2)CN1Cc1cn(Cc2ccccc2)nn1 (stereo not given),7,-4,0.2,-2,-11,2,5,2,12,-7
COc1ccc2sc(NC(=O)CC(C)C)nc2c1,-2,-2,-0.1,11,-9,8,-1,0,-1,2

# Next structures.
SMILES,MBD2 DNA inh,ADAM17 inh,proKLK7 act,ARFGAP1 inh,ASAP1 inh,Tn7 DDE FP,PLC-beta3 inh,PLCg1 inh,UHRF1 binding,DDE Tn6 FP inh
CCOc1ccc(C2=Nn3c(nnc3-c3ccccn3)SC2)cc1,-1,-2,0.2,-5,-7,-3,4,2,-1,3
Cn1c(CNC(=O)c2ccccc2F)nnc1SCC(=O)N1CCN(c2ccccc2)CC1,0,-2,0.4,-15,5,2,0,0,-3,0
CC1=CC(=O)Nc2cncnc2N1,-1,-6,0.3,-4,1,0,0,-5,1,5
CCOCCOC(=O)c1[nH]c2c(c1C)C(=O)CC(c1ccc(OC)c(OC)c1)C2 (stereo not given),2,2,-0.7,9,-1,-4,-3,0,1,-7
Cc1c(-c2nc(N)nc(Nc3ccccc3F)n2)oc2ccccc12,4,-3,-6.3,5,1,5,-19,-9,-1,-9
C[C@H](NC(=O)c1cc2c([nH]c3ccccc32)c(-c2ccccc2)n1)C(=O)O,-1,-172,0.8,4,9,-5,-109,-74,1,-10
O=C(CN1C(=O)S/C(=C\c2cccs2)C1=O)Nc1ccc(O)c(C(=O)O)c1,-2,-3,0.8,-3,7,2,-11,1,2,7
COc1ccc(NC(=O)C(=O)N2N=C3CCCCC3C2(O)C(F)(F)F)cc1 (stereo not given),3,-6,-0.2,2,1,-3,-1,1,1,-15
CC(Sc1n[nH]c(N)n1)C(=O)Nc1ccc(Cl)cn1 (stereo not given),9,-5,0.3,-14,2,5,-7,0,16,-1
CCCCC(=O)Nc1nnc(SCC(=O)NC2CC2)s1,-3,2,0.8,3,7,-2,-4,2,-2,-1
CC(C)c1ccc(/C=C(\NC(=O)c2ccccc2)C(=O)NCCCN2CCOCC2)cc1,6,-2,0.1,-13,3,0,-4,-1,2,-6
CC(=O)Nc1ccc(CN2CCN(c3cccc(C(F)(F)F)c3)CC2)cc1,-4,1,0.6,3,-9,2,-1,4,0,-8
O=C(NC1CCCCCCC1)C1CCC(CNc2c(N3CCCC3)c(=O)c2=O)CC1 (stereo not given),0,0,-0.1,8,7,1,5,3,1,-12
O=[N+]([O-])c1ccc(O)c(/C=N/n2cnc3ccccc32)c1,1,-4,0.3,-5,-7,7,-5,-1,3,-1
COc1ccc(OCCNC(=O)c2cccc(Oc3ccc(C(F)(F)F)cc3[N+](=O)[O-])c2)cc1,-1,4,0.1,4,2,-8,-7,-5,2,-1

# The last 2 records of the part above come first, to join the parts:
SMILES,MBD2 DNA inh,ADAM17 inh,proKLK7 act,ARFGAP1 inh,ASAP1 inh,Tn7 DDE FP,PLC-beta3 inh,PLCg1 inh,UHRF1 binding,DDE Tn6 FP inh
O=[N+]([O-])c1ccc(O)c(/C=N/n2cnc3ccccc32)c1,1,-4,0.3,-5,-7,7,-5,-1,3,-1
COc1ccc(OCCNC(=O)c2cccc(Oc3ccc(C(F)(F)F)cc3[N+](=O)[O-])c2)cc1,-1,4,0.1,4,2,-8,-7,-5,2,-1
COc1ccc(Cl)cc1N1CC(C(=O)Nc2nccs2)CC1=O (stereo not given),2,0,-0.4,-10,-7,1,5,8,3,-4
CS(=O)(=O)/C(C#N)=C/c1cccn1S(=O)(=O)c1ccc([N+](=O)[O-])cc1,-1,4,0.2,4,4,-11,5,4,1,2
COc1ccccc1CCn1cnc(-c2ccccc2)c1C(C)C,0,1,0.7,2,17,-4,4,3,1,0
O=C(Nc1cnc2ccccn2c1=O)c1ccc(Cl)cc1,-5,-3,0.3,-6,-9,-9,-7,-5,2,0
Cc1cc(/C=C(\C#N)C(=O)NC2CC2)c(C)[nH]1,0,2,0.1,7,10,3,-4,-5,1,-9
COc1ccc(N2CCN(C(=O)c3ccc(SC)cc3OC)CC2)cc1,12,-6,0.0,12,-9,3,-5,-1,3,5
CCOC(=O)N1CCN(C(=O)c2ccc3nc(N4CCCCC4)sc3c2)CC1,4,-7,0.5,13,8,2,-2,0,0,-1
Cc1ccc(CNc2ccc(CNc3ncn[nH]3)cc2)cc1,0,-1,0.0,17,16,-1,-2,2,-2,2
C=CCNc1nc2ccccc2nc1NS(=O)(=O)c1ccc(Cl)cc1,2,-19,1.6,0,-3,-1,-72,-50,-3,-2
COc1cc(/C=N\NC(=O)C2CC3C=CC2C3)ccc1O (stereo not given),1,-4,-6.0,3,13,-7,1,1,0,1
COc1ccc(CN(C(=O)c2ccco2)c2ccc(C)c(C)c2)cc1,2,6,0.7,2,5,-4,0,5,1,-7
COC(=O)C[C@H]1C[C@H]2c3cc(NC(=O)NC4CCCC4)ccc3O[C@H]2[C@@H](CO)O1,5,1,-0.4,11,2,3,3,0,-2,1
Cn1c(N)c(C(=O)N2CCN(c3ccccc3)CC2)c(=O)n(C)c1=O,-5,-2,0.5,11,-1,0,1,0,-1,4
COc1ccccc1CNC(=O)c1cc(C(C)C)nc2ccccc12,1,-3,0.5,3,7,5,-7,-2,0,-5
OC(c1ccc(Cl)c(Cl)c1)c1ncc(-c2ccc(Cl)cc2)[nH]1 (stereo not given),0,7,0.0,15,7,-1,1,1,0,-4
Cc1cccc(NC(=O)CSc2ncnc3c2oc2ccccc23)c1,3,0,0.3,-5,0,0,2,0,1,5
OCC(O)C1OC(Nc2ccc(Cl)cc2)C(O)C1O (stereo not given),0,-5,0.3,-10,8,0,-6,-3,0,-2
CC(=O)OCc1nc2ccccc2s1,-5,0,0.1,-6,-3,9,2,0,-2,0
CC(Sc1cccc[n+]1[O-])C(=O)NC1CCCCC1C (stereo not given),4,0,0.2,-1,-10,4,-9,-3,2,-13
COc1ccc(-c2nc(CS(=O)CC(=O)NCc3ccccc3)c(C)o2)cc1OC (stereo not given),0,-6,0.1,1,-4,-2,-7,0,3,0
